Hsp90 block = displaces geldanamycin probe from tumor Hsp90. NCI-N417 lysate Hsp90, Cy3B-geldanamycin FP displacement. hit rate 0.35% among 64,000. P07900. inhibition, % at 30 µM;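 active means inhibition above 50%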;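 further: 0% = tracer plus lysate wells and 100% = tracer alone without lysate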
Ec RNAP inh = Escherichia coli RNA polymerase inhibition. P0A8V2. E. coli RNA polymerase, fluorescence transcription assay. inhibition, %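 (tested at 10 µM)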. hit rate 0.2% among 62,000. AID 559; in the data active means inhibition above about 20%;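 further: 0% = enzyme without compound and 100% = no enzyme blank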
DUSP1 inh = inhibitors of human MKP-1 phosphatase; P28562; recombinant MKP-1, OMFP hydrolysis fluorescence; inhibition, %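 (compounds tested at a single concentration somewhere between 10 and 100 µM)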; hit rate 0.15% among 65,000;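 active means inhibition above about 50%, limit read from the data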;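 further: 0% = DMSO max control wells and 100% = wells with enzyme stopped by NaOH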
Target sequence (P28562 whole entry, looked up): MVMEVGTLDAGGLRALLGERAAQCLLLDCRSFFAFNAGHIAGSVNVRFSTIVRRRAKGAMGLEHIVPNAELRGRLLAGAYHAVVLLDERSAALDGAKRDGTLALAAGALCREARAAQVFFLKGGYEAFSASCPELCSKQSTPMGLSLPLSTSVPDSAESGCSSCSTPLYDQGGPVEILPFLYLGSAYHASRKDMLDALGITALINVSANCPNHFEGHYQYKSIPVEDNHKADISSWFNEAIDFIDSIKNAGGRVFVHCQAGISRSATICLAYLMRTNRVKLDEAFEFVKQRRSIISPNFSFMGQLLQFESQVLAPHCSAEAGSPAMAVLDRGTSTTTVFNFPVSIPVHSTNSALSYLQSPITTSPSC
CatB inh = blocks human cathepsin B protease activity; P07858; purified cathepsin B, fluorogenic substrate, fluorescence; inhibition, %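 (tested at 10 µM)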; hit rate 0.1% among 63,000; AID 453; in the data active means inhibition above about 21%;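 further: 0% = enzyme with no compound and 100% = no enzyme blank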
Cdc25B block = human M-phase inducer phosphatase 2 inhibition. P30305. recombinant Cdc25B, OMFP fluorescence Ex485/Em525. inhibition, %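 (compounds tested at 10 µM final in the well)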. hit rate 0.1% among 65,000. AID 368; in the data active means inhibition above about 50%
CatB mixtures = inhibitors of human cathepsin B in compound mixtures; P07858; Purified cathepsin B, AMC dipeptide fluorescence; hit rate 0.06% among 62,000; inhibition, %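 (ten-compound pools at 5 µM per compound and 50 µM total)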; in the data active means inhibition above about 22%, passing the limit was not always enough;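 further: 0% = enzyme without compound and 100% = no enzyme blank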
Ecoli tolC = growth inhibitors of E. coli BW25113 tolC mutant | hit rate 2.2% among 65,000 | OD615 | growth inhibition, % at 10 µM (by protocol) | AID 573;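 active means growth inhibition at or above a cutoff equal to the mean over every tested compound plus 3 SD, cut at about 60% in these data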;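 further: growth measured after 20 h incubation at 37 °C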
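Material: E. coli BW25113 ΔtolC::kan, tolC deletion mutant strain. Measure: percent growth inhibition. Schedule: 37 °C, 20 h exposure. Doses: single-point testing at 10 µM. Signal: A615 absorbance measurement. Buffer or medium: kanamycin-containing LB broth (50 µg/mL).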
AP complement = alternative pathway complement inhibition, orthogonal assay; Human serum alternative complement pathway, LPS-coated ELISA, C3 deposition; tested in compound mixtures; inhibition, % at 5 µM; hit rate 0.08% among 62,000;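 active means inhibition above 30% in each of the two pooled mixtures holding the compound, so the lower value exceeds 30%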;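 further: 0% = serum in Mg-EGTA without compound and 100% = EDTA serum blank; some compounds past the cut are filed as inactive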
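Test system: human serum complement alternative pathway, C3 deposition onto LPS / Medium: Mg2+-EGTA GVB++ buffer containing human serum at 1:15 dilution / Probe or stimulus: Plate-bound LPS / Times: 1 h at 37 °C / Signal: ELISA with HRP anti-human C3 antibody, TMB substrate, absorbance 450 nm / Measure: percent inhibition / Repeats: two pool placements per compound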
D1 mod = allosterically modulates the human D1 dopamine receptor; AID 641; P21728; HEK293 D1, CRE-luciferase, dopamine EC30 potentiation; actives deviate in either direction; hit rate 5.9% among 58,000; B-score at 10 µM;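 active means luminescence count or its row- and column-corrected plate score outside the 99.7% band of the plate's sample wells, on either side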
Target sequence (P21728 whole entry, looked up): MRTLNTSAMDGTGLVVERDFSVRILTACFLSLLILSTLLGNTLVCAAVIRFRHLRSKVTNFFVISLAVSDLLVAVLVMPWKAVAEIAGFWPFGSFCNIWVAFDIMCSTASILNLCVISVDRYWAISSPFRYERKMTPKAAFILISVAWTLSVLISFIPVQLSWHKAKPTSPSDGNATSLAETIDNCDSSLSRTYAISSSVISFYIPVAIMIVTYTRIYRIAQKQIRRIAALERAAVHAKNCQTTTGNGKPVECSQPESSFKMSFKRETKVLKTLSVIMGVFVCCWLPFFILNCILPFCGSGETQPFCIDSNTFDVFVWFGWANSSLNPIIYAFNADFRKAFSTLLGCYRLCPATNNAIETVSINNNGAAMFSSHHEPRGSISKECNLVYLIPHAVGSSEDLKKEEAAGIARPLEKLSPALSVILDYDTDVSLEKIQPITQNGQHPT
Numbers without * were called inactive; / = no result given. The list is partial (hit frequency here may not be typical).

SMILES | Hsp90 block | Ec RNAP inh | DUSP1 inh | CatB inh | Cdc25B block | CatB mixtures | Ecoli tolC | AP complement | D1 mod
O[C@H]1C2CCC1C(N1CCCCC1)CC2 (stereo partly specified) | 0.1 | 7.9 | -15.1 | 3.3 | -1.5 | 1.3 | -29.4 | 2.5 | 0.0674
CC(=O)Nc1ccc(OC(=O)N(C)C)cc1 | -1.3 | 4.9 | -1.6 | -1.2 | -4.1 | 4.6 | -17.2 | -3.8 | -0.95
CC1CN=C(Nc2cccc3ccccc23)S1 (stereo unspecified) | -2.7 | 8.6 | -8.4 | 3.4 | -9.6 | 5.9 | 1.7 | 23.2 | 0.242
CCCCn1c(O)c(C(C)=NC(C)c2ccccc2)c(=O)[nH]c1=O (stereo unspecified) | -1.6 | -2.6 | 10.7 | -0.7 | 3.8 | -9.9 | 28.2 | -2.6 | 9.74*
NC(=O)CN1C2CCC1CC(NC(=O)C1CC1)C2 (stereo unspecified) | 1.0 | 4.6 | 1.1 | 4.5 | -19.6 | -0.3 | -19.9 | 11.6 | 0.0165
CN1CCN(Cc2ccccc2C(F)(F)F)CC1 | 5.0 | / | 9.5 | / | 2.0 | 0.7 | -13.2 | -6.5 | -1.27
CCCCn1c(O)c(C=NC2CC3CCC2(C)C3(C)C)c(=O)[nH]c1=O (stereo unspecified) | -1.3 | 0.6 | 9.4 | 2.0 | -5.1 | 2.7 | 31.4 | -12.2 | -0.00843
ClC1=CCC2CN(CCN3CCCCC3)CC2C1 (stereo unspecified) | -7.3 | 2.5 | 21.6 | -0.1 | 1.3 | 0.6 | -4.9 | 26.3 | -0.523
O=C(c1cc(=O)[nH]c2ccc(Br)cc12)N1CCC2(CC1)OCCO2 | -3.8 | 5.8 | 36.8 | 1.5 | -1.2 | 4.5 | -13.8 | 13.3 | -0.23
CC(C)Oc1ccc(Cc2c(O)[nH]c(=O)[nH]c2=O)cc1 | -1.1 | 8.5 | 0.8 | 0.2 | 2.2 | -6.0 | -24.6 | 5.7 | 0.494
O=c1cccc2n1CC1CC2CN(c2ncnc3c2cnn3-c2ccc(Cl)cc2)C1 (stereo unspecified) | / | 10.4 | 13.6 | 5.1 | -4.6 | 0.5 | 9.8 | 5.8 | 0.369
O=C1CC(c2ccccc2)CC(O)=C1C=NCCN1CCN(C(=O)Cc2ccccc2)CC1 (stereo unspecified) | -2.5 | -0.7 | 10.6 | -2.3 | -28.7 | -3.0 | -9.9 | 6.2 | 0.266
COC(=O)c1ccc(COc2cc(C)cc3oc(=O)c4c(c23)CCCC4)o1 | -3.8 | 3.2 | 1.8 | 4.5 | 0.4 | 3.0 | 6.0 | 3.9 | 0.494
CN1C(=O)C(Cc2cccs2)C(=O)N(C)C1=O | -4.2 | -13.2 | 5.4 | 1.9 | -8.9 | 2.3 | -6.6 | 16.1 | -0.26
O=C1NC(=O)C2(Cc3ccccc3N3CCCC32)C(=O)N1c1cccc(Cl)c1 (stereo unspecified) | -5.8 | 8.9 | 10.5 | 1.8 | 8.4 | -8.0 | 0.1 | 1.5 | -0.566
CN1CCC(N2CC3CC(C2)c2cccc(=O)n2C3)CC1 (stereo unspecified) | -16.3 | 10.3 | 0.7 | -0.2 | -2.6 | 10.0 | -16.1 | 4.9 | 1.06
O=c1[nH]c(=O)n(Cc2ccco2)c(O)c1C=NCCN1CCOCC1 | -5.2 | -1.3 | -20.1 | 2.1 | -22.7 | / | 8.6 | / | -0.931
CCOC(=O)N(CC)c1ccc(C(O)(C(=O)OCC)C(F)(F)F)cc1 (stereo unspecified) | -1.4 | -7.8 | 1.9 | 1.4 | -18.7 | -0.8 | 10.1 | -3.8 | /
Oc1ccc(Br)cc1CN1CCN(c2ccccc2)CC1 | 1.6 | 8.6 | -11.6 | -1.3 | -7.0 | 3.6 | 3.4 | 8.1 | 0.1
CS(=O)(=O)N1CCCC(C(=O)N2CCC3(CC2)OCCO3)C1 (stereo unspecified) | -0.1 | -5.6 | -6.6 | 0.3 | -12.0 | -4.3 | -4.2 | -4.6 | -0.0237

Only CatB mixtures and Cdc25B block (2 entries from above):
SMILES | CatB mixtures | Cdc25B block
COC(=O)c1ccc(COc2cc(C)cc3oc(=O)c4c(c23)CCCC4)o1 | 3.0 | 0.4
O=c1[nH]c(=O)n(Cc2ccco2)c(O)c1C=NCCN1CCOCC1 | / | -22.7

(list continues)
SMILES | Hsp90 block | Ec RNAP inh | DUSP1 inh | CatB inh | Cdc25B block | CatB mixtures | Ecoli tolC | AP complement | D1 mod
CC(=O)Nc1ccccc1OP1(=O)COc2ccccc2OC1 | 2.4 | 8.9 | -14.0 | -0.4 | 1.1 | 6.6 | -28.1 | 4.2 | /
O=P(O)(O)C12CC3CC(CC(C3)C1)C2 | -1.9 | 0.9 | 1.3 | 2.9 | -13.0 | -3.0 | -8.8 | -2.9 | -0.998
CCOc1ccc(-n2c(O)c(C=NCCN3CCNCC3)c(=O)[nH]c2=O)cc1 | -0.2 | 5.1 | -19.8 | 2.2 | 21.8 | 4.2 | -1.2 | -14.7 | -0.224
CCC1CCCCN1P(=O)(c1ccc(C)o1)C(C)(C)C (stereo unspecified) | -0.1 | -3.0 | 23.8 | -4.9 | 9.2 | -1.9 | 1.3 | 23.1 | -0.303
CN(C)C1=NP(N(C)C)(N(C)C)=NC(c2ccccc2)=N1 | 0.1 | -0.7 | 10.3 | 2.4 | -3.7 | 2.1 | -20.6 | 13.1 | 0.138
Cc1cc(NC(=O)COC(=O)c2c(C)nn(Cc3ccccc3Cl)c2Cl)no1 | -2.2 | -0.1 | 27.2 | -3.6 | 5.2 | 2.0 | -7.5 | 10.2 | -0.536
Cc1nnc2ccc(N3CCN(C)CC3)nn12 | -2.1 | 0.9 | 11.1 | 0.6 | -0.5 | -1.5 | -15.5 | 6.5 | -0.595
O=C(Cc1cccs1)N1CCC2(CC1)OCCO2 | -18.9 | 5.8 | -6.2 | -5.3 | -6.6 | 3.8 | -7.2 | 21.6 | -1.39
Cc1cc(CN(C)C)c(OC(=O)N(C)C)cc1C | -1.0 | 6.5 | -15.1 | 4.9 | 3.1 | 3.7 | -6.3 | 8.9 | /
CCC(COC(=O)c1cc(OC)c(OC)c(OC)c1)(c1ccccc1)N(C)C (stereo unspecified) | 1.3 | 9.8 | -24.4 | 1.8 | -3.6 | 2.0 | 5.4 | -3.8 | -0.664
CCC1(c2ccccc2)C(=O)N(COC)C(=O)N(COC)C1=O | -1.9 | 4.8 | -2.5 | 1.5 | -10.2 | 1.1 | -5.6 | 11.7 | 0.301
CCC(=NCCCN(CC)CC)c1c(O)n(-c2ccccc2)c(=O)[nH]c1=O | -1.2 | 5.0 | 16.0 | -0.6 | -2.4 | 1.1 | -27.9 | 35.9* | -0.219
CC(C)(C)c1nc(N2CCN(C(=O)c3ccco3)CC2)c2nnn(Cc3ccccc3Cl)c2n1 | 0.9 | -6.4 | 10.1 | 0.7 | -15.5 | -0.5 | 43.3 | -7.9 | 0.0311
CN(C)C1=NC(N(C)C)=NP(N(C)C)(N(C)C)=N1 | 1.1 | -3.5 | 2.0 | 2.2 | 9.3 | -3.1 | -3.2 | 5.9 | -0.781
Nc1ccc(S(=O)(=O)N2CCCCC2c2cccnc2)cc1 (stereo unspecified) | -1.2 | 6.5 | 11.5 | 0.4 | -9.8 | 2.5 | 1.6 | 20.9 | /
C1=C(c2c[nH]c3ccccc23)CCNC1 | -2.4 | 0.7 | -2.7 | 1.1 | 6.4 | -4.2 | -18.8 | -3.3 | -1.51
CN(C)P1(N(C)C)=Nc2c(c(N)nn2C)C(c2ccccc2)=N1 | / | -0.5 | 0.1 | 0.5 | -10.3 | -1.6 | -9.3 | 20.5 | 0.209
COC(=O)c1cc2c(s1)=NC=NP=2(N1CCOCC1)N1CCOCC1 | -2.9 | -4.2 | 16.5 | -0.3 | 5.5 | -2.1 | -5.3 | 20.7 | 0.401
COc1ccc(C(=O)N2CCOCC2)cc1S(=O)(=O)N1CCC(C)CC1 | 0.8 | 3.7 | -4.0 | -1.8 | -8.0 | 2.4 | -6.2 | 8.2 | 0.944
Cc1cc(S(=O)(=O)NCC(C)C)ccc1OCC(=O)N1CCN(Cc2ccccc2)CC1 | 2.4 | 8.1 | 13.3 | 2.2 | -13.3 | 5.8 | 15.5 | 5.7 | -0.553
COc1ccc(CCN(C)Cc2c(F)cccc2F)cc1OC | -3.9 | 9.1 | 10.2 | 3.3 | -1.1 | 2.5 | -6.8 | -10.3 | -0.152
Cc1cc2c(C(F)(F)F)cc(=O)oc2c2c1NCCC2 | 4.9 | -1.5 | -5.9 | 0.0 | -6.7 | -0.6 | 15.2 | 1.0 | 1.91
Cc1cc(S(=O)(=O)NCc2ccccc2)ccc1OCC(=O)N1CCN(C)CC1 | -0.7 | 0.8 | 6.0 | 3.3 | -11.3 | 3.2 | -5.3 | 18.7 | -0.91

Nine compounds from above, sorted by molecular weight, descending.
SMILES | Hsp90 block | Ec RNAP inh | DUSP1 inh | CatB inh | Cdc25B block | CatB mixtures | Ecoli tolC | AP complement | D1 mod
COc1ccc(C(=O)N2CCOCC2)cc1S(=O)(=O)N1CCC(C)CC1 | 0.8 | 3.7 | -4.0 | -1.8 | -8.0 | 2.4 | -6.2 | 8.2 | 0.944
COC(=O)c1ccc(COc2cc(C)cc3oc(=O)c4c(c23)CCCC4)o1 | -3.8 | 3.2 | 1.8 | 4.5 | 0.4 | 3.0 | 6.0 | 3.9 | 0.494
CCCCn1c(O)c(C(C)=NC(C)c2ccccc2)c(=O)[nH]c1=O (stereo unspecified) | -1.6 | -2.6 | 10.7 | -0.7 | 3.8 | -9.9 | 28.2 | -2.6 | 9.74*
CCC1(c2ccccc2)C(=O)N(COC)C(=O)N(COC)C1=O | -1.9 | 4.8 | -2.5 | 1.5 | -10.2 | 1.1 | -5.6 | 11.7 | 0.301
Nc1ccc(S(=O)(=O)N2CCCCC2c2cccnc2)cc1 (stereo unspecified) | -1.2 | 6.5 | 11.5 | 0.4 | -9.8 | 2.5 | 1.6 | 20.9 | /
CN(C)C1=NC(N(C)C)=NP(N(C)C)(N(C)C)=N1 | 1.1 | -3.5 | 2.0 | 2.2 | 9.3 | -3.1 | -3.2 | 5.9 | -0.781
CN1CCN(Cc2ccccc2C(F)(F)F)CC1 | 5.0 | / | 9.5 | / | 2.0 | 0.7 | -13.2 | -6.5 | -1.27
CN1C(=O)C(Cc2cccs2)C(=O)N(C)C1=O | -4.2 | -13.2 | 5.4 | 1.9 | -8.9 | 2.3 | -6.6 | 16.1 | -0.26
NC(=O)CN1C2CCC1CC(NC(=O)C1CC1)C2 (stereo unspecified) | 1.0 | 4.6 | 1.1 | 4.5 | -19.6 | -0.3 | -19.9 | 11.6 | 0.0165
